Assay outcomes from PubChem BioAssay.
A-T KAP1 phos: candidate therapy for ataxia-telangiectasia | […] A-T fibroblasts, KAP-1 phosphorylation AlphaLISA; neocarzinostatin DNA damage 30 min before lysis | Potency, µM (highest dose often 57.5 µM), without a hit: at the highest dose activation, hits mostly activators | 320,000 compounds, 0.19% hits | AID 485349; also: potency is read from the fitted curve at half-maximal effect; % of control where 0% means no effect; nearly all actives have a fitted effect of over 45% in size
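ATM-like activity read as KAP-1 phosphorylation via AlphaLISA donor/acceptor antibody pairs after lysis and 6 hr at 25C. Cells were ATM-null patient fibroblasts ([…], hTERT), dosed 60 min, then exposed to the DSB inducer NCS for 30 min.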
ELG1 DNA repair: inhibitors of ELG1-dependent DNA repair in HEK293T cells; Potency, µM (series often up to 46.1 µM), without a hit: top-dose activity change, negative = inhibition, hits mostly inhibitors; AID 504467; HEK293T ELG1-luciferase reporter, luminescence, 16 h; DNA damage induced by 5-fluorouridine; 330,000 compounds, 2.3% hits; also: potency is read from the fitted curve at half-maximal effect; % is scaled to controls: 0 for no effect and ±100 for the full control effect; nearly all actives have a fitted effect of over 55% in size
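HEK293T cells expressing luciferase-tagged ELG1 (2,000/well) received 5-Fluorouridine plus compound or DMSO for 16 hr at 37 °C. Luciferase was read by ONE-Glo luminescence after 30 min at room temperature.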
a7 integrin act: activators of alpha7 integrin expression for muscular dystrophy; alpha7betagal myoblasts, beta-gal FDG fluorescence, 48 h; Potency, µM (series often up to 38.3 µM), for the others: top-dose activation, most hits filed as activators; 350,000 compounds, 0.064% hits;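 also: potency is read from the fitted curve at half-maximal effect; 100% = response of the positive control SU9516; nearly all actives have a fitted effect of over 60% in size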
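Alpha7betagal+/- myoblasts (passage 13) were plated 16-24 hr, then exposed to compounds (1:260 dilution of DMSO stock) for 48 hours at 37C. After MPER lysis, β-galactosidase reporter activity was read as FDG fluorescence (ex 480/em 540) after 30 minutes.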
Mito fusion act: inhibitors of mitochondrial division or activators of mitochondrial fusion; S. cerevisiae fusion-defective mutant growth rescue, CellTiterGlo 48 h; Potency, µM (top dose mostly 46.1 µM), for the others: top-dose growth rescue (activation), usual class: activators; 320,000 compounds, 0.23% hits; AID 485298;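 also: potency is read from the fitted curve at half-maximal effect; % of control where 0% means no effect; nearly all actives have a fitted effect of over 45% in size; temperature-sensitive fusion mutants such as fzo1-1 at 37 °C on non-fermentable ethanol glycerol medium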
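Read-out: ATP-based luminescence (CellTiterGlo, 10 min ambient) reporting growth of fusion-defective ts yeast after 48 hours at 37C on glycerol/ethanol YPEG medium in the presence of compound.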
TSG101-PTAP inh: blocks PTAP/TSG101 interaction to inhibit HIV-1 budding. Q99816. 340,000 tested, under 10 active. Fluorescence polarization, FITC-PTAP peptide / Tsg101 binding. Potency, µM (top dose mostly 115 µM), without a hit: at the highest dose activity change, negative = inhibition, hits mostly inhibitors; active = well fitted inhibition curve with a large enough effect in the main read-out, with a control signal flat, not every such curve was filed as active; inconclusive = small, poorly fitted or top-dose-only effect, or effect the other way, or a change in a side signal; inactive = no such curve, though single readings can be large or run the other way; also: potency is read from the fitted curve at half-maximal effect; % of control where 0% means no effect
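Fluorescence polarization binding of Tsg101 binding domain (10 uM final) to FITC-labeled PTAP peptide (50 nM final) in HEPES pH 7.5 buffer with NaCl, Tween 20, EDTA, TCEP. Compounds added before peptide; binding 20 min at RT.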
BCR signal inh: blocks chronic active B-cell receptor signaling; ABC-DLBCL IkBa-CBG/CBR reporter, luminescence ratio, 4 h; 340,000 compounds, 0.05% hits; Potency, µM (top dose mostly 46.1 µM), without a hit: at the highest dose ratio change, negative = lower green/red ratio, most hits filed as inhibitors; AID 493014; active = well fitted inhibition curve with a large enough effect in the signal ratio, with a control signal flat, not every such curve was filed as active; inconclusive = small, poorly fitted or top-dose-only effect, or effect the other way, or a change in a side signal; the % refers to the signal ratio;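 also: potency is read from the fitted curve at half-maximal effect; plate controls were basal doxycycline-induced cells for no effect and cells given 10 µM MG132 for full effect; MG132 reads +100%, hits lower the ratio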
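Cell line TMD8 (human ABC DLBCL), stably expressing tet-inducible CBG68-IkBa fusion and CBR; IMDM/0.5% FBS; cpd up to 46 uM; dox induction, 4 h, 37C/5% CO2; dual luminescence; green/red ratio; MG132 control.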
Eya2 phos inh: blocks the phosphatase activity of human Eya2; AID 488837; Potency, µM (doses to about 76.9 µM), without a hit: at the top dose activity, negative = inhibition, most hits filed as inhibitors; 330,000 compounds, 0.006% hits; recombinant Eya2, OMFP fluorescence dephosphorylation (OMFP is methylfluorescein phosphate); also: potency is read from the fitted curve at half-maximal effect; % is scaled to controls: 0 for no effect and ±100 for the full control effect
Target sequence (O00167 whole entry, looked up): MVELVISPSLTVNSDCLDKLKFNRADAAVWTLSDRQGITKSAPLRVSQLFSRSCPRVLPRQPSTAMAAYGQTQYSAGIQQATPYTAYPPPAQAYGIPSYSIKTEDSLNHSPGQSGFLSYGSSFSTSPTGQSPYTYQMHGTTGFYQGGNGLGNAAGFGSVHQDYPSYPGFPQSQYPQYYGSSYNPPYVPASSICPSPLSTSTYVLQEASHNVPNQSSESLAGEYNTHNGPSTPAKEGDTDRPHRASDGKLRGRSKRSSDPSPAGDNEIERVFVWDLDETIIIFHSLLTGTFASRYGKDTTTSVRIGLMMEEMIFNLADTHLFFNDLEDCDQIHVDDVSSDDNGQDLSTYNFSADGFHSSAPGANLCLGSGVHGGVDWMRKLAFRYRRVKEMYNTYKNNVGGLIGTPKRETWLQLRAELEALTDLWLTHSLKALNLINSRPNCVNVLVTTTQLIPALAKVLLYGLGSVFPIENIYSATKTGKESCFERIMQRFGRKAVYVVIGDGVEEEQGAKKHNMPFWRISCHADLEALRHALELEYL
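Eya2 protein (added as 0.2 uM solution) was preincubated with compound for 10 min at ambient temperature in 50 mM HEPES pH 7.5, 50 mM NaCl, 5 uM MgCl2, 0.05% BSA, 1 mM DTT. OMFP (added at 50 uM) then reacted 10 min; fluorescence read at 485/525 nm.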
S-ASM inh: blocks human secretory acid sphingomyelinase | P17405 | placental ASM, HMU-PC fluorogenic substrate, 60 min | Potency, µM (top dose mostly 57.5 µM), for inactives: at the highest dose activity change, negative = inhibition, actives largely listed as inhibitors | 340,000 compounds, 0.006% hits | AID 504937; also: potency is read from the fitted curve at half-maximal effect
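Human placenta-derived ASM preincubated with compound 10 min at room temperature, then reacted with 9 uM (final) fluorogenic HMU-PC substrate for 60 min at 37 C. Stop solution raises pH to 10; fluorescence read at Ex 386/Em 447 nm.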
TSHR antagonist: antagonists of human thyroid stimulating hormone receptor; AID 504810; TSHR-expressing cells, TSH-stimulated cAMP HTRF, 2 h; stronger effect = lower value; 330,000 compounds, 0.2% hits; activity change, negative = inhibition, % at 11.5 µM;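 active = activity change below a set negative limit, meaning inhibition stronger than a set level, cut at about -70% in these data; inconclusive = activity change between two set negative limits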; also: % is scaled to controls: 0 for no effect and ±100 for the full control effect
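Antagonism was scored as loss of TSH-driven cAMP in TSHR cells, stimulated with 4nM TSH (EC80) for 2 hours at 37 deg C and detected by homogeneous HTRF competition immunoassay.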
Tb PFK inh: T. brucei PFK enzyme inhibition; O15648; T. brucei PFK, ADP-Glo luminescence; Potency, µM (series often up to 57.5 µM), without a hit: top-dose activity, negative = inhibition, actives largely listed as inhibitors; 330,000 compounds, 0.17% hits;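 also: potency is read from the fitted curve at half-maximal effect; 0% = uninhibited 1x PFK enzyme wells and -100% = no-enzyme wells; nearly all actives have a fitted effect of over 60% in size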
Target sequence (O15648 whole entry, looked up): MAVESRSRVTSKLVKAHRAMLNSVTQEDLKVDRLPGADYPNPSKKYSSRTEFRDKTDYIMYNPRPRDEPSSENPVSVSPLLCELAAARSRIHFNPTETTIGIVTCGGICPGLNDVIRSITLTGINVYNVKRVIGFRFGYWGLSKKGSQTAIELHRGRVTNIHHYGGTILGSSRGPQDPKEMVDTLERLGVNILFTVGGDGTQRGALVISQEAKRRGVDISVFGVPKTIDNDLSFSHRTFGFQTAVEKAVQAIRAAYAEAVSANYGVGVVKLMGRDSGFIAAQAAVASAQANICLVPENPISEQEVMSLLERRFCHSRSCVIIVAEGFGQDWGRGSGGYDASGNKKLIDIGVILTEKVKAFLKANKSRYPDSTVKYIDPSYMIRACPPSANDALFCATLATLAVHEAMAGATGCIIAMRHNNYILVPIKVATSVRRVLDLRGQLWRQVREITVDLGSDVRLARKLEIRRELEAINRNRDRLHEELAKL
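1.25 nM PFK with 0.5 mM F6P and 0.1 mM ATP in 0.1 M TEA pH 8.0, 5 mM MgCl2, incubated 45 min at room temperature; ADP measured by ADP-Glo luminescence; compounds titrated up to 57 uM.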
TCR activator: activates T cell receptor signaling; primary human leukocytes, anti-CD3, IL-2 HTRF, 48 h; Potency, µM (highest dose often 9.22 µM), without a hit: top-dose activation of IL-2 secretion, usual class: activators; 330,000 tested, under 10 active; also: % of control where 0% means no effect
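TCR engagement came from a-CD3 beads alone, with compounds added to primary human leukocytes for 48 hr. Secreted IL-2 bridged europium cryptate- and d2-labelled anti-IL-2 antibodies, giving FRET emission at 665nm after 320nm excitation.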
Numbers without * were called inactive; ? = inconclusive; · = not tested or not shown; [ ] = another dose, or the depositor's remark. Unless noted, calls follow the shape of the dose curve; as a rule, active = well fitted curve in the direction sought with a large enough effect; inconclusive = small, poorly fitted or top-dose-only effect, or another doubt; inactive = no such curve, though single readings can be large; an effect the other way counts as inactive or inconclusive.

SMILES	A-T KAP1 phos	ELG1 DNA repair	a7 integrin act	Mito fusion act	TSG101-PTAP inh	BCR signal inh	Eya2 phos inh	S-ASM inh	TSHR antagonist	Tb PFK inh	TCR activator
COC(=O)c1cc2n(n1)CCN(Cc1cccc(OC)c1)C2=O	2%	?	15%	11%	-3%	9%	0%	-1%	0	-4%	-1%
CN(C)C/C=C/C(O)(c1ccccc1)c1ccccc1	-8%	?	-11%	-5%	-6%	-1%	1%	8%	-7	2%	-1%
CSc1nsc(SCC(=O)Nc2ccc(C(C)=O)cc2)n1	·	?	?	1%	-6%	?	5%	-2%	3	-3%	6%
O=C(CNC(=O)C12CC3CC(CC(C3)C1)C2)Nc1ncccc1O	1%	18%	-19%	0%	-4%	2%	19%	3%	-1	-4%	-3%
Cc1ccc(-c2cc(C(=O)N3N=C(C(F)F)CC3(O)C(F)F)c3ccccc3n2)cc1C (centres undefined)	31%	?	-34%	-25%	-3%	1%	10%	-22%	36	-1%	·
O=C(CSc1nnc(CCCO)n1-c1ccccc1)NCCc1ccccc1	·	1%	20%	4%	-1%	?	-23%	1%	9	-1%	2%
COC(=O)/C(=N/Nc1ccc(C)cc1)N1CCCc2ccccc21	-2%	6%	-3%	12%	1%	5%	-4%	-7%	-11	4%	-2%[46.1 µM]
CNc1nnc(C(F)(F)F)s1	6%	-2%	0%	-1%	0%	-2%	-21%	2%	-3	1%	-1%
O=C(Nc1ccc(F)cc1F)c1cc2ncc(CCCl)cn2n1	2%	?	-4%	?	0%	-2%	4%	0%	-9	0%	-3%[46.1 µM]
Cc1cc(C)cc(N(C(=O)c2csnn2)C(C(=O)NC(C)(C)C)c2ccccn2)c1 (centres undefined)	-4%	1%	-15%	-1%	-4%	-2%	-4%	-1%	-14	6%	-7%
COc1ccc(N(C(=O)c2ccncc2)S(=O)(=O)c2cccc([N+](=O)[O-])c2)cc1	4%	-2%	18%	-3%	-1%	-1%	10%	10%	-11	-6%	4%
CC1CN(C)C(C)c2c1oc1ccc(N)cc21 (centres undefined)	-1%	-5%	5%	-4%	-2%	1%	-10%	-3%	-9	4%	-7%
Cc1ccc(C(C)NC(=O)c2c(-c3ccccc3)noc2C)cc1C (centres undefined)	6%	-13%	9%	1%	-6%	2%	-3%	-2%	15	2%	-14%
C=CCN(CC=C)C(=S)NCCc1ccc(OC)c(OC)c1	-4%	8%	-12%	-7%	-7%	?	3%	4%	5	2%	9%[46.1 µM]
COC(=O)CCn1nnc(-c2cccs2)n1	1%	18%	21%	-1%	-6%	10%	-8%	3%	6	-7%	4%
CCOC(=O)c1c(C)[nH]c(-c2csc(N)n2)c1C	-2%	13%	-16%	12%	-1%	-8%	-26%	1%	17	?	2%
CC(C)(O)C#Cc1ccc(C(=O)N2CCCC(CNS(=O)(=O)c3cccs3)C2)o1 (centres undefined)	4%	-1%	3%	1%	-1%	-2%	5%	-1%	7	4%	0%
Cc1cc(C)c(S(=O)(=O)N(C)CC(=O)N2CCCCC2)c(C)c1	4%	-14%	-2%[1.53 µM]	-3%	-2%	3%	-13%	-1%	-6	2%	-5%
COc1ccc(CC(=O)NC2CCSc3ccccc32)c(OC)c1 (centres undefined)	-6%	10%	-16%	9%	-5%	6%	8%	1%	-12	0%	12%
COc1ccccc1/C=N/NC(=O)C(=O)NCc1cccnc1	8%[11.5 µM]	24%	14%	-4%	-2%	-4%	-5%	0%	-2	2%	-1%

Profiles as entered above:
Listed for O=C(CNC(=O)C12CC3CC(CC(C3)C1)C2)Nc1ncccc1O = A-T KAP1 phos = 1%; ELG1 DNA repair = 18%; a7 integrin act = -19%; Mito fusion act = 0%; TSG101-PTAP inh = -4%; BCR signal inh = 2%; Eya2 phos inh = 19%; S-ASM inh = 3%; TSHR antagonist = -1; Tb PFK inh = -4%; TCR activator = -3%
Listed for Cc1ccc(C(C)NC(=O)c2c(-c3ccccc3)noc2C)cc1C (centres undefined) = A-T KAP1 phos = 6%; ELG1 DNA repair = -13%; a7 integrin act = 9%; Mito fusion act = 1%; TSG101-PTAP inh = -6%; BCR signal inh = 2%; Eya2 phos inh = -3%; S-ASM inh = -2%; TSHR antagonist = 15; Tb PFK inh = 2%; TCR activator = -14%

Returning to the listing with the two entries that preceded the break.
SMILES	A-T KAP1 phos	ELG1 DNA repair	a7 integrin act	Mito fusion act	TSG101-PTAP inh	BCR signal inh	Eya2 phos inh	S-ASM inh	TSHR antagonist	Tb PFK inh	TCR activator
COc1ccc(CC(=O)NC2CCSc3ccccc32)c(OC)c1 (centres undefined)	-6%	10%	-16%	9%	-5%	6%	8%	1%	-12	0%	12%
COc1ccccc1/C=N/NC(=O)C(=O)NCc1cccnc1	8%[11.5 µM]	24%	14%	-4%	-2%	-4%	-5%	0%	-2	2%	-1%
COc1ccccc1NC(=O)CN1C(=O)C(C)SC(C)C1=O (centres undefined)	-2%	10%	18%	0%	-1%	-5%	3%	0%	-2	0%	4%[46.1 µM]
Cn1c(-c2ccccc2)cc2ccccc21	5%	13%	?	-6%	1%	1%	-8%	-5%	-1	2%	-4%
O=C(c1ccco1)N1CCN(C(=O)c2cc(-c3ccccc3)nc3ccccc23)CC1	8%	?	7%	1%	-18%	-20%	-6%	-1%	-3	0%	-2%
O=C(CSc1nnnn1-c1cccc2c1CCCC2)N1CCCCC1	0%	-19%	-7%	7%	-2%	9%	-4%	-2%	-4	0%	-1%[46.1 µM]
COc1cc(C)c(/C=C(\C#N)C(=O)Nc2ccc(C)cc2)cc1C(C)C	7%	6%	?	2%	-4%	-3%	13%	21%	4	-3%	4%[46.1 µM]
COc1ccc(-c2csc(N3CCSCC3)n2)cc1	10%	?	6%	-25%	0%	?	-10%	-9%	-11	0%	3%
COCC1CCCCN1C(=O)CCCn1nnnc1CN1CCC(C)CC1 (centres undefined)	1%	-6%	20%	0%	2%	1%	4%	3%	-5	2%	-2%
CC(C)=CC(=O)Nc1c(C)cc(C)cc1Cl	6%	-15%	9%	4%	1%	2%	0%	2%	-4	1%	·
O=C(CCC(=O)NNc1nc2ccccc2c2nc(-c3ccccc3)nn12)NCCCN1CCOCC1	-4%	-11%	15%	12%	-3%	23%	2%	2%	5	-3%	-1%
COc1ccccc1N(CN1CCCC1=O)C(=O)c1c(F)cccc1F	1%	8%	11%	1%	-5%	0%	2%	-2%	-10	1%	-3%
C=CCNc1ncnc2c1[nH]c1ccccc12	-21%	?	-3%	-4%	-4%	2%	-7%	6%	-11	3%	-2%
COc1ccccc1NC(=S)Nc1ccccn1	-3%	6%	-5%	8%	-1%	?	-6%	3%	-1	-5%	-1%[46.1 µM]
C#CCOCCOCCOCCNc1nc(N2CCN(C(=O)[C@H](CCCCN)n3cc([C@@H](N)C(C)CC)nn3)CC2)nc(N2CCN(C(=O)[C@H](CCCCN)n3cc([C@@H](N)CO)nn3)CC2)n1 (some centres undefined)	-9%	11%	·	0%	·	1%	-13%	·	8	?	·
O=C(Cn1cnc2c(nnn2Cc2ccccc2)c1=O)N1CCN(c2ccccc2)CC1	-4%	-17%	-17%	-9%	-5%	?	-17%	5%	-2	-17%	4%
